Htt clearance – clearance of mutant huntingtin inclusions, primary screen, imaging, HeLa Exon1htt(103Q)mCFP, confocal imaging; inhibition, % at 1.5 µM; 47,000 compounds, 0.42% hits; aggregate imaging; zero = plate's median compound well; AID 853, 2007;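 active means inhibition of aggregate fluorescence above about 70%, also judged a hit by eye on the cell image, limit read from the data, passing the limit was not always enough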;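 further: cells exposed to compound for three days before fixation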
Htt clearance grain fraction – also measured in Htt clearance; calls as there; fraction fluorescence in grains; measured here: aggregate grain fluorescence fraction; active compounds read low;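 scaled fraction of total cell fluorescence in grains with unit not stated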
* = called active by the depositor.

#	molecule	Htt clearance	Htt clearance grain fraction
1	O=[N+]([O-])c1ccc(N2CCCCCC2)c(S(=O)(=O)N2CCCCC2)c1	13	26
2	CC(NC(=O)c1ccc(Cl)cc1)C(=O)NC1=NCCS1 (stereo not drawn)	-42	51
3	CCN(CC)C(=O)N1CCC(NC(=O)c2ccc(C(C)(C)C)cc2)CC1	37	22
4	CCn1c(SCC(=O)Nc2cc(C)on2)nc2sc3c(c2c1=O)CCCC3	-27	23
5	Cn1cc(Br)c(C(=O)NC2CCCCC2)n1	-5	49
6	CC(C)N(C(=O)CSc1ncnc2sc(-c3ccccc3)cc12)C(C)C	1	21
7	COCCCn1c(SCC(=O)Nc2cccc(C)n2)nnc1-c1ccco1	-34	24
8	Cn1c2c(c(=O)n(C)c1=O)CN(Cc1ccc3c(c1)OCO3)CN2	20	15
9	COC(=O)C1=NN(C(=O)c2ccc(C)cc2)C(O)(c2ccc(Cl)cc2)C1 (stereo not drawn)	20	25
10	CCN(CC)S(=O)(=O)c1ccc2[nH]cc(C(=O)NCCc3ccccc3)c(=O)c2c1	4	18
11	CCOC(=O)CC(=O)CSc1nc2ccc(C)cc2cc1C#N	-323	76
12	CC(C)NC(=O)Cn1c(SCC(=O)N2CCCc3ccccc32)nc2ccccc21	-44	53
13	Cc1nnc(N(Cc2ccco2)C(=O)c2cccc(C#N)c2)s1	-6	21
14	Cc1cc(C)c(C#N)c(Sc2nnnn2-c2ccccc2)n1	-43	51
15	Cc1n(CC(O)COC2CCCCC2)c2ccccc2[n+]1C (stereo not drawn)	-26	22
16	CC1=C(C(=O)OCc2ccccc2)C(c2ccco2)C2=C(CC(C)(C)CC2=O)N1 (stereo not drawn)	-2	34
17	Cc1cccc(N(C(=O)c2ccc(CN3CCOCC3)o2)C(C(=O)NC2CCCCC2)c2ccc(F)cc2)c1 (stereo not drawn)	55	8.9
18	CCOC(=O)C(C)n1cnc2c(nnn2-c2cccc(Cl)c2)c1=O (stereo not drawn)	-23	58
19	CC(Nc1cc(=O)n(C)c(=O)[nH]1)c1ccccc1 (stereo not drawn)	-23	23
20	O=C(CC(=O)c1cc(Cl)ccc1O)c1ccccc1	-5	21
21	O=C(c1ccc2c3c(cccc13)CC2)N1CCN(c2ncccn2)CC1	-41	24
22	Cn1c(=O)c2c(ncn2CC(=O)OCC(=O)NC2CCCc3ccccc32)n(C)c1=O (stereo not drawn)	61	8
23	CCOc1ccccc1-c1nc(C(N)=O)c2[nH]c(=O)n(-c3cccc(C)c3)c2n1	9	35
24	Cc1cc(C)c2c(n1)sc1c(O)cc(=O)[nH]c12	9	18
25	CCOC(=O)CNc1c(-c2ccc(O)cc2)nc2ccc(Cl)cn12	-22	22
26	CCNC(=O)C1CC(=O)N(Cc2ccc3c(c2)OCO3)C(=Nc2ccc(OCC)cc2)S1 (stereo not drawn)	-50	27
27	Cc1cc(NCCCN2CCOCC2)n2c(nc3ccccc32)c1C#N	-31	45
28	O=C(NCCN1CCN(c2ccccc2)CC1)C1CCN(S(=O)(=O)c2cccc3nonc23)CC1	-26	45
29	CCOc1ccc2ccccc2c1C(=O)N1CCN(c2ccccc2)CC1	-143	48
30	CC(=O)N(Cc1ccccc1)c1ccc(C(=O)O)cc1	-7	35
31	Cc1cc(C)c(C(=O)CSc2nnc(-c3ccccc3Br)o2)cc1C	7	18
32	Cc1cccc2c1-c1sc(C(=O)Nc3nccs3)cc1CO2	69	14
33	COc1cccc2c(=O)n(CC(=O)N3CCN(c4ccccc4)CC3)ccc12	3	33
34	C=CCN1C(=O)C(CC(=O)NCC)SC1=Nc1ccc(S(N)(=O)=O)cc1 (stereo not drawn)	47	10
35	COC(=O)Nc1cc(C(F)(F)F)ccc1N1CCN(c2ccccc2)CC1	-17	23
36	Cc1ccccc1C(=O)N1CCN(c2ccc(NC(=O)c3ccco3)cc2Cl)CC1	42	10
37	CCOc1ccc2[nH]c(=O)c(C(c3nnnn3Cc3ccco3)N3CCCC(C)C3)cc2c1 (stereo not drawn)	43	23
38	COc1cccc(OC)c1C(=O)Nc1ccc(N2CCCCC2)cc1	18	19
39	NC(=O)c1ccsc1NC(=O)CSc1nc2ccccc2c(=O)n1CCCO	62	13
40	CCOC(=O)c1sc(=NC(=O)c2cc(OC)c(OC)c(OC)c2)n(C)c1C	57	8.8
41	Cc1nc(S(=O)(=O)N2CCOCC2)c(C#N)c(C)c1Cl	-66	61
42	Cc1ccc(Nc2nc(C(=O)N3CCC(C(=O)N4CCN(C)CC4)CC3)cs2)cc1	-2	38
43	O=C(NCC1CCCO1)C(c1cccs1)N(C(=O)Cn1nnc(-c2cccs2)n1)C1CCCC1 (stereo not drawn)	-389	89
44	O=C(NN=C1CCCC1)C(=O)Nc1cccc(C(F)(F)F)c1	-50	50
45	C/C=C/Cn1c(Br)nc2c1c(=O)[nH]c(=O)n2C	-62	29
46	CC1Cc2ccccc2N1C(=O)CSc1nnc2n1C(C)(C)Cc1ccccc1-2 (stereo not drawn)	-36	23
47	COc1ccc(S(=O)(=O)CCc2nc3ccccc3s2)cc1	-29	44
48	CCN(CCCNC(=O)C1CCN(S(=O)(=O)c2c(C)[nH]c(=O)[nH]c2=O)CC1)c1cccc(C)c1	20	19
49	CCCn1c2ccccc2c2nnc(SCC(=O)Nc3ncccn3)nc21	-86	33
50	CC1(c2cc(C(F)(F)F)n3nc(C(=O)O)cc3n2)CC1	-55	27
51	CC(C)(C)C(=O)OCc1cn(-c2ccccc2)nn1	-80	56
52	CCc1ccc(C(=O)/C=C/c2cnn(C)c2C)s1	-27	25
53	c1ccc(CC2CNc3ccccc3CN2)cc1 (stereo not drawn)	-5	19
54	Cc1cccc(C(=O)NC2CC3CCCC(C2)N3C(=O)NC2CCCCC2)c1 (stereo not drawn)	38	12
55	COc1ccc(NC(=O)CSC2=NC(=O)CC(C)=N2)cc1	-14	39
56	COc1ccc2[nH]c(=O)c(CN(Cc3nnnn3Cc3ccco3)C3CCCCC3)cc2c1	-20	52
57	CS(=O)(=O)N(CC(=O)NCc1ccc2c(c1)OCO2)Cc1ccccc1	59	7.6
58	COc1ccc(CCNC(=O)CCNS(=O)(=O)c2cccc3nonc23)cc1OC	-2	20
59	Cn1c(Cl)c(/C=N/OC(=O)c2cccc(Cl)c2)c2ccccc21	10	35
60	COc1ccc(-c2cc(C(F)F)n3ncc(C(=O)N4CCSCC4)c3n2)cc1	-28	25

A second format for some results above:
Screens in order: Htt clearance	Htt clearance grain fraction
47	COc1ccc(S(=O)(=O)CCc2nc3ccccc3s2)cc1
→ -29	44
48	CCN(CCCNC(=O)C1CCN(S(=O)(=O)c2c(C)[nH]c(=O)[nH]c2=O)CC1)c1cccc(C)c1
→ 20	19
49	CCCn1c2ccccc2c2nnc(SCC(=O)Nc3ncccn3)nc21
→ -86	33
50	CC1(c2cc(C(F)(F)F)n3nc(C(=O)O)cc3n2)CC1
→ -55	27
51	CC(C)(C)C(=O)OCc1cn(-c2ccccc2)nn1
→ -80	56
52	CCc1ccc(C(=O)/C=C/c2cnn(C)c2C)s1
→ -27	25
53	c1ccc(CC2CNc3ccccc3CN2)cc1 (stereo not drawn)
→ -5	19
54	Cc1cccc(C(=O)NC2CC3CCCC(C2)N3C(=O)NC2CCCCC2)c1 (stereo not drawn)
→ 38	12
55	COc1ccc(NC(=O)CSC2=NC(=O)CC(C)=N2)cc1
→ -14	39
56	COc1ccc2[nH]c(=O)c(CN(Cc3nnnn3Cc3ccco3)C3CCCCC3)cc2c1
→ -20	52
57	CS(=O)(=O)N(CC(=O)NCc1ccc2c(c1)OCO2)Cc1ccccc1
→ 59	7.6
58	COc1ccc(CCNC(=O)CCNS(=O)(=O)c2cccc3nonc23)cc1OC
→ -2	20
59	Cn1c(Cl)c(/C=N/OC(=O)c2cccc(Cl)c2)c2ccccc21
→ 10	35
60	COc1ccc(-c2cc(C(F)F)n3ncc(C(=O)N4CCSCC4)c3n2)cc1
→ -28	25

(more compounds)
#	molecule	Htt clearance	Htt clearance grain fraction
61	Cc1onc(-c2ccccc2Cl)c1C(=O)NCc1ccco1	11	30
62	COC(=O)COc1ccc(S(=O)(=O)Nc2ccc3c(c2)OCO3)cc1	-50	24
63	O=C(CSc1nc2ccccc2n1CC(=O)N1CCCC1)NCc1ccc2c(c1)OCO2	-4	35
64	CS(=O)(=O)N1CCN(C(=O)c2cc(-c3ccncc3)nc3ccc(Cl)cc23)CC1	-31	23
65	O=C(NCCc1ccc(Cl)cc1)C1CCC(=O)N1Cc1ccc(F)cc1 (stereo not drawn)	9	37
66	NCCCCCc1nnc(SCc2ccc(Cl)c(Cl)c2)o1	30	25
67	COC(=O)c1cc2c(ccn2-c2ccc(F)cc2)n1CC(C)C	60	16
68	CCOc1ccc2[nH]c(=O)c(C(c3nnnn3C3CCCCC3)N3CCN(CC)CC3)cc2c1 (stereo not drawn)	-244	135
69	CCOc1cc(-c2conc2N)cc(OCC)c1OCC	-29	25
70	O=C(CN1CCN(Cc2ccccc2)CC1)Nc1ccc(Cl)cn1	30	13
71	COc1ccc2c(c1)CCc1c(C(=O)N3CC4(C)CC3CC(C)(C)C4)noc1-2 (stereo not drawn)	-68	34
72	COc1ccc(C(c2nnnn2C2CCCC2)N2CCN(c3ccccc3)CC2)cc1 (stereo not drawn)	40	12
73	O=C(O)C1CCC(CNCc2cccnc2)CC1 (stereo not drawn)	9	20
74	CC1CCN(C(=S)NC(=O)C2CCCCC2)CC1	12	19
75	O=C(CSc1ncccn1)NCc1ccccc1Cl	-12	40
76	COc1cccc(C(=O)OCn2nnc3ccccc3c2=O)c1	32	13
77	N#Cc1cc2c(nc1SCc1ccccc1)CCC2	-61	32
78	COc1ccc(N2CCN(c3oc(Cc4cccc5ccccc45)nc3C#N)CC2)cc1	10	39
79	CCSc1nc(O)c(C2OC(=O)c3c2ccc(OC)c3OC)c(=O)n1-c1ccccc1 (stereo not drawn)	17	20
80	CC(CCc1ccccc1)NCc1ccncc1 (stereo not drawn)	13	15
81	Cc1ccc(N(CC(=O)NC2CCCC2)C(=O)c2c(C)noc2C)cc1C	4	37
82	Cn1c(SCC(=O)NC(C)(C)C)nnc1-c1cnccn1	-1	40
83	CCCN(CCC)Cc1c(C(=O)OCC)nnn1-c1nonc1N	12	36
84	O=C(CCCCCn1c(=S)[nH]c2ccccc2c1=O)N1CCOCC1	-30	56
85	O=C(c1ccco1)N(CCCN1CCOCC1)c1nc(-c2ccc(F)cc2)cs1	-39	58
86	COC(=O)C(NC(=O)c1ccccc1)=C1C=C(C)OC(C)=C1	-3	44
87	CCOC(=O)c1cc(C#N)c(NCc2ccccc2)nc1C	-18	41
88	Cc1nc2ccccn2c1/C(O)=C1\C(=O)C(=O)N(CCN(C)C)C1c1cccnc1 (stereo not drawn)	-17	23
89	O=C(COc1ccccc1)Nc1ccc(S(=O)(=O)N2CCOCC2)cc1	-44	30
90	O=C(Cn1ncc2c1-c1ccccc1OC2)Nc1ccc(S(=O)(=O)N2CCCCC2)cc1	-17	57
91	C=CCOn1c(C)c(C(C)=O)c2c3nonc3ccc21	33	13
92	Cn1cc(Br)c(C(=O)N2CCN(c3cccc(Cl)c3)CC2)n1	19	16
93	Cc1cc(C)c(C#N)c(Nc2ccccc2)n1	-2	18
94	CCOc1ccc2[nH]cc(C(=O)N3CCN(CC)CC3)c(=O)c2c1	-23	24
95	COc1ccccc1NC(=O)c1ccc(NS(C)(=O)=O)cc1	28	14
96	Cc1ccc(Nc2nc3c(c(=O)[nH]2)CCCC3)cc1	-12	22
97	Cc1ccc(C)c(C(=O)CN2C(=O)c3ccccc3S2(=O)=O)c1	21	31
98	CCOC(=O)Cc1cc(=O)n2[nH]c(C)cc2n1	-8	17
99	Oc1ccc(/C=N/Nc2nccnc2Cl)cc1	45	11
100	CC(C)C(=O)N1CCC(CN=CC2=C(O)CC(C)(C)CC2=O)CC1	1	19
101	CCn1nc(NC(=O)c2ccncc2)c2cc3cccc(C)c3nc21	-13	40
102	O=C(CSc1n[nH]c(-c2ccncc2)n1)Nc1ccccn1	8	15
103	Cn1c(CN2CCOCC2)nc2cc(NC(=O)c3ccc(F)cc3)ccc21	4	20
104	Cn1c(=O)[nH]c(=O)c2c1nc(N1CCCCCC1)n2Cc1cccc2ccccc12	-42	53
105	COc1ccc(C(=O)N2CCC(n3c(C)nc4cc(F)ccc43)CC2)cc1OC	20	27
106	CCn1cc(C(=O)Nc2ccc(-n3cnnn3)c(OC)c2)c(=O)c2ccc(C)nc21	20	24
107	Cc1ccc(C(O)c2nc3ccccc3n2C(C)C)cc1 (stereo not drawn)	-15	19
108	COCCNS(=O)(=O)c1ccc(-c2ccc(C)cc2)cc1	-31	42
109	CS(=O)(=O)N(CCc1ccccc1)CC(=O)N1CCN(Cc2ccc3c(c2)OCO3)CC1	-50	28
110	C=CCn1c(N)cc(=O)nc1SCC(=O)Nc1ccccc1	44	19
111	Cc1ccc(S(=O)(=O)NCCCCCC(=O)NC(C)(C)CO)cc1	6	32
112	COc1ccc(CNC(=O)c2ccc(=O)oc2)cc1OC	0	34
113	CCCn1c(SCC(=O)Nc2nc3c(s2)CCCC3)nc2c1c(=O)n(C)c(=O)n2C	14	30
114	Cc1cc2cc(CNC(=O)C3CC3)ccc2n1C	50	20
115	O=C(COC(=O)C1c2ccccc2Oc2ccccc21)NC1CCS(=O)(=O)C1 (stereo not drawn)	51	18
116	COc1ccc(N2CCN(S(=O)(=O)c3cccs3)CC2)cc1	-19	24
117	Fc1ccc(Cn2nnnc2CN2CCN(C3CCCC3)CC2)cc1	54	16
118	O=C(CN(C(=O)c1cc2c(s1)CCC2)C1CCCC1)NCc1cccs1	53	17
119	CCCC(=O)NCCc1ccc(S(N)(=O)=O)cc1	-9	30

The list is partial; count on the stated rates, not on these rows.
